# PostGolgi yeast: growth inhibition of a yeast mutant, post-Golgi transport screen. post-Golgi transport phenotypic cell assay. inhibition, % at 10 µM. 98,000 compounds, 0.9% hits. AID 739;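 further: yeast cells grown in 1536-well plates; yeast grown about 18 h at 30C before absorbance read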
# Mac1 fbg inh: CD11b/CD18-fibrinogen binding inhibition; K562 CD11b/CD18 adhesion to fibrinogen, ATPlite luminescence; Mn2+ added to activate the integrin; P05107+P11215; 93,000 compounds, 0.54% hits; inhibition, % at 10 µM;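 active means primary inhibition of 50% or more at 10 µM, then 40% or more on retest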; further: some results filed as inactive read as strong as hits
# Target sequence (P05107 whole entry, looked up, other chains not shown): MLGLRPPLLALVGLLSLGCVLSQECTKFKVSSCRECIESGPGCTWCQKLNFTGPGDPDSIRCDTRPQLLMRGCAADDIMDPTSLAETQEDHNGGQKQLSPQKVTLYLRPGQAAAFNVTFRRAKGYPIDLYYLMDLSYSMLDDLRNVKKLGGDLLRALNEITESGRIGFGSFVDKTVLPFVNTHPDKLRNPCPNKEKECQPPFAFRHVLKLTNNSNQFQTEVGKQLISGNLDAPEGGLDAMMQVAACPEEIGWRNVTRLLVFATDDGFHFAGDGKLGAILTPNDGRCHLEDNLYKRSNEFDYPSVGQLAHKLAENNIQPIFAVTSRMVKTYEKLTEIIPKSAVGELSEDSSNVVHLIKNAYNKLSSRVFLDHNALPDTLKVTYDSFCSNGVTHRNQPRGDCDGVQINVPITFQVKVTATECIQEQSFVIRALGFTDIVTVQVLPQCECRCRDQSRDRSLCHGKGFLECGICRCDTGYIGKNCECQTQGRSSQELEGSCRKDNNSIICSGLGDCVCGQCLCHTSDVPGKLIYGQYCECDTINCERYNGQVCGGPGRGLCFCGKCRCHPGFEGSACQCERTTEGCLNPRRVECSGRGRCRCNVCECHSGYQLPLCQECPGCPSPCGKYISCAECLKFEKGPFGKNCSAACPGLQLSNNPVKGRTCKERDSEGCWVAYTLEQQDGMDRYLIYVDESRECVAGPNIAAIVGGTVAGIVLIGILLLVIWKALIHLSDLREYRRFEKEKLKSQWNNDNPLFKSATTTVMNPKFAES
# Ecoli WT expand: blocks growth of wild type E. coli BW25113; OD600 absorbance; growth inhibition, % at 100 µM; 98,000 compounds, 0.15% hits; AID 710;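 active means growth inhibition above about 50% at one test dose, limit read from the data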;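 further: growth measured after 20 h incubation at 37 °C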
# PostGolgi ctrl: yeast control strain growth, post-Golgi counter-screen | inhibition, % at 10 µM | AID 738 | efflux-deficient yeast background strain, growth absorbance A615, 16 h | 98,000 compounds, 5% hits
# S1P2 blocker: blocks the human S1P2 receptor | O95136 | cell-based S1P2 antagonist assay, inhibition at 5 uM | inhibition, % at 5 µM | 97,000 compounds, 0.21% hits; in the data active means inhibition above about 45%;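 further: CRE beta-lactamase reporter cells expressing human S1P2 stimulated with S1P; 0% = agonist at EC80 alone and 100% = agonist plus reference antagonist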
# sEH inhibitor: inhibitors of human soluble epoxide hydrolase. recombinant human sEH enzymatic activity assay. 91,000 compounds, 0.34% hits. AID 707. inhibition, % at 2 µM. P34913; in the data active means inhibition above about 80%; further: values of inactives mirror those of a sister screen read the other way; many of its hits are not listed in these tables
# PLAP activator: human PLAP activation. P05187. purified PLAP enzyme, luminescent substrate read-out; hits give high values. activation fold at 20 µM. 96,000 compounds, 1.2% hits. AID 696; in the data active means activation fold above about 2
# sEH activator: activators of human soluble epoxide hydrolase. P34913. purified human sEH enzymatic activity, activator screen. activation, % at 2 µM. 91,000 compounds, 0.04% hits. AID 717; in the data active means activation above about 37%; further: values of inactives mirror those of a sister screen read the other way
# S1P2 agonist: agonists of human S1P2 receptor; S1P2-expressing cell line, agonist reporter read-out; activation, % at 4.5 µM; 97,000 compounds, 0.46% hits; AID 729; in the data active means activation above about 16%;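 further: 0% = vehicle low control and 100% = maximal reference agonist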
# Starred values were filed as active, the others as inactive; . = not tested or not shown. Unless noted, no stated cut-off is given here; in the data, active means inhibition above about 30%; inactive means the rest.
# The opening 17 entries (preview)
SMILES,PostGolgi yeast,Mac1 fbg inh,Ecoli WT expand,PostGolgi ctrl,S1P2 blocker,sEH inhibitor,PLAP activator,sEH activator,S1P2 agonist
Cc1cc(C)n(-c2nc3c(c(=O)[nH]c(=O)n3C)n2C(C)C)n1,5,.,3,-4,14,3,0.9,-2,-6
Cc1ccc2cccc(Oc3cnccn3)c2n1,-21,-9,6,15,-5,12,0.9,-12,-5
CCOC(=O)C1C(=O)NC(N2CCN(Cc3ccccc3)CC2)=NC1c1ccco1 (stereo not drawn),-3,3,7,-4,8,0,1.6,2,-8
COC(=O)CSc1nc2sc3c(c2c(=O)n1C1CCCCC1)CCN(C)C3,12,-31,3,8,-59,7,1.6,-6,-1
CCCNC(=O)c1ccc2nc(-c3ccccc3)c(-c3ccccc3)nc2c1,10,-10,-2,27,24,-7,1,10,-3
CC(=O)Nc1ccc(N(C)S(C)(=O)=O)cc1,3,-29,0,14,-8,-5,1.2,4,-5
Cc1c(Nc2c3c(c(C#N)c4nc5ccccc5n24)CCC3)c(=O)n(-c2ccccc2)n1C,-4,3,-1,11,13,.,1,.,-6
CN1CCN(C(=O)c2cnn(-c3ccccc3)c2NC(=O)c2cccs2)CC1,-2,-12,-15,-1,.,.,1.1,.,.
O=C(N/N=C/c1cccc(Oc2ccccc2)c1)c1ccccc1Br,-4,5,-8,33*,-11,32,0.9,-30,-2
O=C(CCSc1nc(-c2ccco2)cc(C(F)(F)F)n1)NCCc1ccccc1,-4,-20,-2,11,-19,62,0.8,-61,-11
Cc1cc(C)cc(NS(=O)(=O)c2cnc(Cl)c(Cl)c2)c1,2,47,25,43*,5,12,1.3,-10,-3
CC1(C)CC(=O)CC(=Nc2ccc3[nH]c(=O)[nH]c3c2)C1,2,3,4,-3,.,.,0.9,.,.
Cc1ccc(-c2nnn(CC(=O)N(CC3CCCO3)C(C(=O)NC(C)(C)C)c3ccc(F)cc3)n2)o1 (stereo not drawn),-2,.,-5,1,15,4,.,-4,-8
Cc1ccc(OCCCN2CCCC2)c(C)c1,17,-9,5,5,-5,-6,0.8,3,-3
CC(=O)c1ccc(NC(=O)C2CCN(S(=O)(=O)c3cccc4cccnc34)CC2)cc1,0,-3,8,25,17,7,0.9,-7,-4
COc1ccc(NC(=O)Cn2c(=O)n(Cc3ccco3)c(=O)c3ccccc32)cc1,6,-3,-3,18,-9,-9,0.9,11,-7
Cn1c(=O)[nH]c(=O)c2c1nc(N1CCOCC1)n2CCSc1nc2ccccc2[nH]1,1,.,-2,5,1,-3,1.1,5,0

# The listing, from the first entry:
SMILES,PostGolgi yeast,Mac1 fbg inh,Ecoli WT expand,PostGolgi ctrl,S1P2 blocker,sEH inhibitor,PLAP activator,sEH activator,S1P2 agonist
Cc1cc(C)n(-c2nc3c(c(=O)[nH]c(=O)n3C)n2C(C)C)n1,5,.,3,-4,14,3,0.9,-2,-6
Cc1ccc2cccc(Oc3cnccn3)c2n1,-21,-9,6,15,-5,12,0.9,-12,-5
CCOC(=O)C1C(=O)NC(N2CCN(Cc3ccccc3)CC2)=NC1c1ccco1 (stereo not drawn),-3,3,7,-4,8,0,1.6,2,-8
COC(=O)CSc1nc2sc3c(c2c(=O)n1C1CCCCC1)CCN(C)C3,12,-31,3,8,-59,7,1.6,-6,-1
CCCNC(=O)c1ccc2nc(-c3ccccc3)c(-c3ccccc3)nc2c1,10,-10,-2,27,24,-7,1,10,-3
CC(=O)Nc1ccc(N(C)S(C)(=O)=O)cc1,3,-29,0,14,-8,-5,1.2,4,-5
Cc1c(Nc2c3c(c(C#N)c4nc5ccccc5n24)CCC3)c(=O)n(-c2ccccc2)n1C,-4,3,-1,11,13,.,1,.,-6
CN1CCN(C(=O)c2cnn(-c3ccccc3)c2NC(=O)c2cccs2)CC1,-2,-12,-15,-1,.,.,1.1,.,.
O=C(N/N=C/c1cccc(Oc2ccccc2)c1)c1ccccc1Br,-4,5,-8,33*,-11,32,0.9,-30,-2
O=C(CCSc1nc(-c2ccco2)cc(C(F)(F)F)n1)NCCc1ccccc1,-4,-20,-2,11,-19,62,0.8,-61,-11
Cc1cc(C)cc(NS(=O)(=O)c2cnc(Cl)c(Cl)c2)c1,2,47,25,43*,5,12,1.3,-10,-3
CC1(C)CC(=O)CC(=Nc2ccc3[nH]c(=O)[nH]c3c2)C1,2,3,4,-3,.,.,0.9,.,.
Cc1ccc(-c2nnn(CC(=O)N(CC3CCCO3)C(C(=O)NC(C)(C)C)c3ccc(F)cc3)n2)o1 (stereo not drawn),-2,.,-5,1,15,4,.,-4,-8
Cc1ccc(OCCCN2CCCC2)c(C)c1,17,-9,5,5,-5,-6,0.8,3,-3
CC(=O)c1ccc(NC(=O)C2CCN(S(=O)(=O)c3cccc4cccnc34)CC2)cc1,0,-3,8,25,17,7,0.9,-7,-4
COc1ccc(NC(=O)Cn2c(=O)n(Cc3ccco3)c(=O)c3ccccc32)cc1,6,-3,-3,18,-9,-9,0.9,11,-7
Cn1c(=O)[nH]c(=O)c2c1nc(N1CCOCC1)n2CCSc1nc2ccccc2[nH]1,1,.,-2,5,1,-3,1.1,5,0
Nc1c(-c2cccs2)cnn1-c1nc(-c2ccc(Cl)cc2Cl)cs1,-5,.,-10,-10,-5,9,1,-7,-5
O=C(CSc1nnc(Cc2cc(=O)[nH]c(=O)[nH]2)n1-c1ccc(Cl)cc1)NC1CCCC1,-3,-11,4,30,-7,21,1.2,-19,0
Cc1nnc(NC(=O)CSc2nnc(Cc3cccn3C)n2C)s1,-3,3,6,2,27,2,1.1,-2,-4
CCOC(=O)c1cnn2c1[nH]c(=O)c1ccccc12,0,11,-2,10,-10,-7,0.9,5,-2
O=C1c2ccccc2C(=O)N1CCc1nc(-c2ccc(Cl)cc2)no1,-7,-6,-10,27,-7,-1,1,1,-4
COc1ccc(Cc2nnc3c4cnn(C)c4ncn23)cc1,-5,0,-6,4,-2,0,1,4,-6
COc1ccc(/C=N/Nc2nc(Nc3ccccc3)nc(N3CCCCC3)n2)cc1OC,6,.,-7,8,31,0,1.7,-1,-5
c1nnnn1C12CC3CC(CC(C3)C1)C2,0,11,7,5,4,0,1.1,-2,-7

# (next part)
SMILES,PostGolgi yeast,Mac1 fbg inh,Ecoli WT expand,PostGolgi ctrl,S1P2 blocker,sEH inhibitor,PLAP activator,sEH activator,S1P2 agonist
CC(=O)C1=C(O)C(=O)N(C)C1c1ccccc1F (stereo not drawn),2,-2,1,-4,.,.,0.9,.,.
Cc1ccc2c(c1)N(C(=O)CCC(=O)N1CCc3ccccc3C1)CCO2,-4,-12,-8,36*,1,-31,1.2,27,-1
CCOc1cccc(CNCCNC(=O)c2nonc2N)c1,-6,-8,11,-9,4,-3,1,2,-7
O=C1OC(c2ccccc2)C2(CCCC2)C(=O)C12CCCC2 (stereo not drawn),4,1,-4,1,10,-3,1.1,1,-1
CCOC(=O)c1oc2ccc(Br)cc2c1NC(=O)CN1CCN(C)CC1,3,19,3,-2,3,-8,1.7,8,-4
O=C(Nc1ccccc1)OC1C2CCC1C(N1CCCCC1)CC2 (stereo not drawn),-7,1,-4,-6,7,-12,1.3,13,-5
COc1ccc2cc(C(=O)NCCO)sc(=O)c2c1OC,.,.,.,.,7,-6,.,6,-4
COc1cc(NS(=O)(=O)c2ccc(N/C=C\C(=O)c3ccc(C)cc3)cc2)nc(OC)n1,.,.,.,.,7,-16,.,17,-2
CCCCC12CN3CC(C)(CN(C1)C31C(=O)N(C)c3ccc(C)cc31)C2=O (stereo not drawn),.,.,.,.,-8,-8,.,6,-4
O=C(CCN1CCCCCC1)Nc1ccc(F)cc1,-4,-2,5,23,-2,6,0.9,-7,-4
CC(=O)c1cc(C#N)c(SCC(=O)OC(C)(C)C)nc1C,12,16,4,14,15,-4,1.2,5,-6
COc1ccc(S(=O)(=O)Cc2ccc(C(=O)NC(C)C)o2)cc1,0,0,4,0,0,19,1.1,-19,-4
O=C(CSc1nnc(CNc2ccc(F)cc2)n1Cc1ccco1)NC1CC1,-6,-4,0,19,6,-9,0.8,6,-2
CC(=O)NC1CC2CCCC(C1)N2CC(=O)NCc1ccc(F)cc1 (stereo not drawn),3,-6,4,4,-8,-6,1.3,4,-2
COc1ccc(CCNC(=O)CSc2ncnc3c2oc2ccccc23)cc1OC,5,-6,2,13,-3,-4,1.7,4,4
COc1ccc(N2CCN(Cc3nc(N)nc(Nc4ccccc4OC)n3)CC2)cc1,8,1,4,0,-12,9,1.2,-6,-5
COC(=O)c1cc(Cc2ccc(N)c(C(=O)OC)c2)ccc1N,-2,14,-1,22,-4,-9,1.2,10,1
CCCCSc1nc(C)cc(NC(=S)Nc2ccc(OC)cc2)n1,-7,.,-5,23,8,2,0.9,-3,-2
CCn1c(SCC(=O)O)nnc1-c1cc2c(C)nn(-c3ccccc3)c2s1,9,-13,-1,0,-19,6,1.4,-7,-11
Oc1ccccc1N1CCN(c2ncccn2)CC1,4,8,-4,-3,-1,-16,0.9,15,-5
COc1cc(NC(=O)C2CCCN2C(=O)C2CCC(C)CC2)cc(OC)c1OC (stereo not drawn),0,24,8,9,6,-2,1.7,2,-5
COc1ccc(N2CC(C(=O)NCCc3ccc(OC)c(OC)c3)CC2=O)cc1 (stereo not drawn),-4,-5,10,-2,-4,-2,0.9,2,-2
O=C(Cn1c(=O)oc2ccccc21)Nc1ccc2c(c1)OCCO2,-6,-10,-1,3,0,-12,1,12,-2
CC(=O)NCCn1c(SCc2cc(F)ccc2F)nc2ccccc2c1=O,3,.,-4,3,8,4,1.1,-5,-7
c1ccc2sc(N3CN(CCN4CCOCC4)CN(c4nc5ccccc5s4)C3)nc2c1,-12,12,-5,6,.,.,1.8,.,.
CN1c2ccccc2C(C)(C)C12C=Nc1c(cc(N3CCOCC3)c3ccccc13)O2 (stereo not drawn),-6,.,-26,6,36,4,1.2,-4,-5
COc1ccccc1-c1nc(-c2ccc(Br)cc2)no1,1,2,-13,8,.,.,0.8,.,.
O=C(Nc1ccn(Cc2c(F)c(F)c(F)c(F)c2F)n1)c1cccc(Cn2cc([N+](=O)[O-])cn2)c1,4,1,-4,10,13,31,0.7,-30,-4
Cc1cc(Cl)ccc1N=c1ssnc1Cl,7,9,36,23,0,6,1,-7,-7

# One compound at a time (already shown).
# COC(=O)c1cc(Cc2ccc(N)c(C(=O)OC)c2)ccc1N is listed with PostGolgi yeast: -2; Mac1 fbg inh: 14; Ecoli WT expand: -1; PostGolgi ctrl: 22; S1P2 blocker: -4; sEH inhibitor: -9; PLAP activator: 1.2; sEH activator: 10; S1P2 agonist: 1
# COc1cc(NS(=O)(=O)c2ccc(N/C=C\C(=O)c3ccc(C)cc3)cc2)nc(OC)n1 is listed with PostGolgi yeast: .; Mac1 fbg inh: .; Ecoli WT expand: .; PostGolgi ctrl: .; S1P2 blocker: 7; sEH inhibitor: -16; PLAP activator: .; sEH activator: 17; S1P2 agonist: -2

# Not a hit list; any-hit rate near 7.1%.
